# mIAP activ – activators of mouse IAP, primary screen, biochemical, luminescence, uHTS; intestinal alkaline phosphatase [Mus musculus]; muIAP, CDP-Star luminescence, 30 min; active compounds read high; 1 = vehicle-only enzyme signal, 0 = enzyme-free wells; activation factor at 10 µM; actives 0.24% (n = 330,000); AID 2805, 2010;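 active = activation factor of at least 2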; also: the source names both 10 and 20 µM as test concentration; values of inactives mirror those of a sister screen read the other way
#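 System: mouse IAP enzyme. Reagent: CDP-Star chemiluminescent phosphatase substrate. Benchmarks: DMSO wells, no-enzyme wells. Times: 30 min enzyme-substrate-compound incubation at room temperature. Detection: luminescence from enzymatic CDP-Star hydrolysis. Doses: test compounds delivered from DMSO solution.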
# A3A deaminase – APOBEC3A ssDNA deaminase inhibitors, primary screen, selectivity assay for APOBEC3G inhibitor project, biochemical, FAM/TAMRA oligo cleavage fluorescence | recombinant A3A, FAM/TAMRA ssDNA deamination fluorescence | inhibition, % at 20 µM | actives 0.41% (n = 330,000);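 active = at least 40% inhibition at 20 µM here, with at most 30% in a related deaminase screen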;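 also: plate controls were A3A with DMSO for no effect and wells lacking A3A enzyme for full effect; some results filed as inactive read as strong as hits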
# Target sequence (P31941 whole entry, looked up): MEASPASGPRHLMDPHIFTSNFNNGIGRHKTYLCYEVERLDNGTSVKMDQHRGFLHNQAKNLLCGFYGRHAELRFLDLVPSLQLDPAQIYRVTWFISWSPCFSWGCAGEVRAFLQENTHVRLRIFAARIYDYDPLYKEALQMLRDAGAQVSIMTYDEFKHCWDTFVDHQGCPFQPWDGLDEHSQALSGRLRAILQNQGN
# APOBEC3G inh – APOBEC3G DNA deaminase inhibitors, primary screen, biochemical, fluorescence, single-stranded DNA substrate, uHTS | inhibition, % at 20 µM | actives 0.28% (n = 330,000) | DNA dC->dU-editing enzyme APOBEC-3G (Homo sapiens), Q9HC16 | AID 493012, 2011 | recombinant A3G, ssDNA deamination FAM/TAMRA fluorescence;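 active = inhibition of at least 40% at 20 µM, with no more than 30% in the related APOBEC3A deaminase screen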;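 also: plate controls were DMSO wells with A3G for no effect and wells lacking A3G enzyme for full effect; some compounds called inactive have numbers as strong as hits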
# Target sequence (Q9HC16 whole entry, looked up): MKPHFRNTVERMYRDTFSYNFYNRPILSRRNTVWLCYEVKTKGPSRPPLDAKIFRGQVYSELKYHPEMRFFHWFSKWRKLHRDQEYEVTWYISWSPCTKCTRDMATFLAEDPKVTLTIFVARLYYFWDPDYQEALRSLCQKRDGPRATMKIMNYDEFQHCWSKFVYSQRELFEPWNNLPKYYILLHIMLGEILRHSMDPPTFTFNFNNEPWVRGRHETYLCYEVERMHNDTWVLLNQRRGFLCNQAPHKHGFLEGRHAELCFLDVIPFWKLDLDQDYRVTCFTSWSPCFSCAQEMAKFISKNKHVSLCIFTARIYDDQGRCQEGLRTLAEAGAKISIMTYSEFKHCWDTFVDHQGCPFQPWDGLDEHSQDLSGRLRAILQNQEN
# hIAP activ – human IAP activators, primary screen, biochemical, luminescence, uHTS; Intestinal-type alkaline phosphatase (Homo sapiens), P09923; actives 0.16% (n = 330,000); activation factor at 10 µM; purified human IAP, CDP-Star luminescence, 30 min; active compounds read high; 1 = vehicle-only enzyme, 0 = enzyme-free background; AID 2524, 2010;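 active = activation factor of the enzyme at least 2-fold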; also: the source names both 10 and 20 µM as test concentration; values of inactives mirror those of a sister screen read the other way
# mIAP block – inhibitors of mouse IAP, primary screen, biochemical, luminescence, uHTS | intestinal alkaline phosphatase [Mus musculus] | purified mouse IAP, CDP-Star luminescence, 30 min | inhibition, % at 10 µM | actives 0.2% (n = 330,000);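 active = inhibition of at least 40% at 10 µM in the primary screen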;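 also: plate controls were DMSO with enzyme for no effect and no enzyme wells for full effect; values of inactives mirror those of a sister screen read the other way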
# MPTP block – mitochondrial permeability transition pore inhibitors, primary screen, biochemical, isolated mouse mitochondria, absorbance | Ca2+ swelling absorbance, 30 min | AID 602449, 2012 | actives 1.4% (n = 360,000) | inhibition, % at 10 µM;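 active = inhibition of 50% or more, scaled per plate between neutral and stimulator controls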;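 also: 0% = DMSO wells given calcium and 100% = 1 mM EGTA wells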
# MIN6 prolif – inducers of MIN6 beta-cell proliferation, primary screen, ATP luminescence, uHTS; MIN6 cells proliferation, ATPlite luminescence, 48 h; cells starved in 0.2% serum; 100% = growth in 10% serum; proliferation, % at 10 µM; actives 0.29% (n = 330,000); AID 2380, 2010;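 active = compounds whose signal lies at least 3.5 SD above the mean of all wells on their plate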;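 also: 0% = DMSO-treated cells in low-serum medium and 100% = 10% serum control; some compounds called inactive have numbers as strong as hits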
# ATG4B inhibitor – ATG4B protease inhibitors, primary screen, biochemical, fluorescence, uHTS; Cysteine protease ATG4B (Homo sapiens), Q9Y4P1; ATG4B cleavage of LC3-PLA2, NBD-HPC fluorescence, 1 h; inhibition, % at 8.33 µM; actives 0.51% (n = 340,000); in the data active = inhibition above about 40%
# Target sequence (Q9Y4P1 whole entry, looked up): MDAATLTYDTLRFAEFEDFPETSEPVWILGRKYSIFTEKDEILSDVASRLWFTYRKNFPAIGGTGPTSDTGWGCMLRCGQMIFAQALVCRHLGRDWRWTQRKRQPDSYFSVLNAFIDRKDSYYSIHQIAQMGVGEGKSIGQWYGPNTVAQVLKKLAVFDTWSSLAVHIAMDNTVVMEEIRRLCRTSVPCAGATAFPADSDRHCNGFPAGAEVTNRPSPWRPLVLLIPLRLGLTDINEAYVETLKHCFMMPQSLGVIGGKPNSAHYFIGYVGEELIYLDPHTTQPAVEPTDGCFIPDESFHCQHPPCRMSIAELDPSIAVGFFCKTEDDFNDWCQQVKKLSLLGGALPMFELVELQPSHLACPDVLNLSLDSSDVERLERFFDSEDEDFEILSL
# hIAP inh – human IAP inhibitors, primary screen, biochemical, luminescence, uHTS; actives 0.12% (n = 330,000); purified IAP, CDP-Star luminescence, 30 min; Intestinal-type alkaline phosphatase (Homo sapiens), P09923; inhibition, % at 10 µM;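 active = inhibition reaching a set limit with compound at 10 µM in the primary screen, cut at about 35% in these data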;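 also: plate controls were DMSO wells with enzyme for no effect and no-enzyme buffer wells for full effect; values of inactives mirror those of a sister screen read the other way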
# * marks the source's active call; other numbers are inactive results; / = not tested or not shown.
SMILES,mIAP activ,A3A deaminase,APOBEC3G inh,hIAP activ,mIAP block,MPTP block,MIN6 prolif,ATG4B inhibitor,hIAP inh
CCCCCn1c(N)c(-c2nc3ccccc3s2)c2c([N+](=O)[O-])nn(CC)c(=O)c21,0.85,3,-9,0.89,15,97*,-6,-6,11
C(=N\Nc1nc(-c2ccccn2)nc2ccccc12)/c1ccccc1,0.95,-4,-3,0.81,5,/,-4,/,19
COc1ccc(OC)c(NC(=O)CN(Cc2ccccc2)S(C)(=O)=O)c1,0.98,7,-3,1.1,2,-0.7,-2,0,-6
Cc1ccc(-c2noc(CCCC(=O)NC3CCCCC3)n2)cc1,0.9,-1,-6,1.1,10,-0.2,0,0,-14
CN(C)CCCN(C(=O)c1ccc(C(=O)c2ccccc2)cc1)c1nc2cc3c(cc2s1)OCO3,0.9,2,5,1,10,0.2,-7,12,0
Cc1ccc(-n2c(NN)nc3ccccc3c2=O)c(C)c1,0.96,-1,-3,1.3,4,-1.9,0,-7,-25
COC(=O)[C@@H](Cc1c[nH]c2ccccc12)NC(=O)C1CCCN(S(=O)(=O)c2ccc(C)cc2)C1 (stereo not given in full),1,-1,-2,0.99,-5,-1.6,-4,-11,1
CCOC(=O)c1ccc(N2C(=O)c3n[nH]c(C)c3C2c2ccccn2)cc1 (stereo not given),0.99,-4,-10,1,1,-1.5,-1,-6,-2
C[C@H](NC(=O)CCCn1nnc2ccccc2c1=O)C(=O)O,1,-1,-4,1,-1,2.3,-3,3,-4
Cc1cccc(C(=O)NCC(=O)N2CCCC2)c1,0.96,-2,-8,0.86,4,-1.1,-4,4,14
Cc1cccc(C)c1Nc1c(-c2ccccn2)nc2ccccn12,0.94,3,1,1.2,6,4.8,-7,10,-15
Cc1ccc(NC(=O)CN2CCC(C(=O)c3ccc4c(c3)OCCO4)CC2)cc1,0.97,1,-3,1,3,-1.1,-3,-9,-2
O=C(Nc1ccccc1C(=O)Nc1ccncc1)c1ccccc1,1.1,4,-2,1,-5,-1.9,0,-6,-4
COc1cc(CCC(=O)NNC(=O)c2ccc(Cl)cc2)cc(OC)c1OC,1,2,-2,1.2,-1,1.0,0,-7,-20
CCOc1ccc(-c2cc(C(=O)OC)nc3c2c(=O)n(C)c(=O)n3C)cc1,0.95,3,0,0.9,5,1.1,0,10,10
CCOc1ccccc1OCC(=O)Oc1ccc(C)c(C)c1,0.93,-3,-5,0.84,7,1.4,-3,1,16
CCCCC1(C)NC(=S)N2N1C(=S)NC2(C)CCCC (stereo not given),0.94,-6,10,0.99,6,2.1,2,2,1
CCC(=O)N1CCc2cc(S(=O)(=O)Nc3ccccc3C)ccc21,1.1,-4,-7,0.91,-8,2.2,-1,-5,9
CC1CCN(CCCn2c(=S)[nH]c3ccc(N4CCOCC4)cc3c2=O)CC1,1.1,1,-5,1.2,-5,2.0,-2,-11,-18
CCCCOC(=O)Nc1ccc(S(=O)(=O)Nc2ccc([N+](=O)[O-])cc2)cc1,0.86,-6,-10,1,14,4.3,0,9,-1
COc1ccc(NC(=O)CSc2ccc3c4c(cccc24)C(=O)c2ccccc2-3)cc1,0.98,-12,-25,0.85,2,7.7,-4,-3,15
CCc1ccc(/C=C/c2c([N+](=O)[O-])c(=O)n(C)c(=O)n2C)cc1,0.93,-1,-3,0.83,8,-0.9,2,-2,17
O=C(CNS(=O)(=O)c1ccccc1Br)OCC(=O)N1CCc2ccccc21,0.94,-2,-5,0.94,6,0.5,0,-4,6
O=C(NCc1ccco1)C(c1cccs1)N(C(=O)C1COc2ccccc2O1)c1cccc(O)c1 (stereo not given),1.1,-4,-8,1.1,-10,-6.8,-2,-3,-10
CN(Cc1c(C(=O)N/N=C/c2cccs2)nnn1-c1nonc1N)c1ccccc1,0.92,-2,-1,0.87,8,3.7,-1,-21,13
CCOc1ccc(/C=C/C2=NNC(=O)CC2)cc1,1,0,-8,1.2,-2,1.6,-3,5,-16
COc1ccc(C(=O)COC(=O)CNC(=O)c2cccc(OC(F)F)c2)cc1,1,-1,-7,1.1,0,1.4,-2,-11,-7
CCC(CC)C(=O)c1c[nH]c(C(=O)N2CCN(c3ccc(OC)cc3)CC2)c1,1.1,-6,48*,1,-8,-1.3,-1,1,-2
Cc1ccc(Sc2nc(-c3ccccc3)ccc2C#N)cc1,1,0,-4,1.1,-2,1.7,0,0,-5
CC(C)(C)c1nnc(NC(=O)c2ccc3c(c2)OCO3)s1,0.93,2,28,0.94,7,-3.1,-2,-1,6
CCOc1ccccc1C(=O)NCC(=O)OCCOc1cccc(Cl)c1,0.99,3,-4,0.98,1,0.3,2,1,2
COc1cccc(C2SCC(=O)N2c2cccc(C)c2)c1OC (stereo not given),1,-3,-3,0.81,-5,5.7,0,5,19
CCC(C)(C)n1nnnc1C(C(C)C)N1CCSCC1 (stereo not given),0.89,4,3,0.94,11,-1.4,4,14,6
C[C@H](NC(=O)OC(C)(C)C)c1nnc(SCC(N)=O)o1,1.1,1,3,1.2,-10,-1.0,-1,-7,-19
Cc1ccc(NS(=O)(=O)c2ccccc2[N+](=O)[O-])cc1C,1,1,-3,1,0,0.6,-2,-2,-4
CCOc1cc(C(=O)NC(C)COC)cc(OCC)c1OCC (stereo not given),1,-2,3,0.94,-1,-0.1,3,0,6

# Laid out differently: results already given
# Values in the order: mIAP activ | A3A deaminase | APOBEC3G inh | hIAP activ | mIAP block | MPTP block | MIN6 prolif | ATG4B inhibitor | hIAP inh
> O=C(CNS(=O)(=O)c1ccccc1Br)OCC(=O)N1CCc2ccccc21
  0.94 | -2 | -5 | 0.94 | 6 | 0.5 | 0 | -4 | 6
> O=C(NCc1ccco1)C(c1cccs1)N(C(=O)C1COc2ccccc2O1)c1cccc(O)c1 (stereo not given)
  1.1 | -4 | -8 | 1.1 | -10 | -6.8 | -2 | -3 | -10
> CN(Cc1c(C(=O)N/N=C/c2cccs2)nnn1-c1nonc1N)c1ccccc1
  0.92 | -2 | -1 | 0.87 | 8 | 3.7 | -1 | -21 | 13
> CCOc1ccc(/C=C/C2=NNC(=O)CC2)cc1
  1 | 0 | -8 | 1.2 | -2 | 1.6 | -3 | 5 | -16
> COc1ccc(C(=O)COC(=O)CNC(=O)c2cccc(OC(F)F)c2)cc1
  1 | -1 | -7 | 1.1 | 0 | 1.4 | -2 | -11 | -7
> CCC(CC)C(=O)c1c[nH]c(C(=O)N2CCN(c3ccc(OC)cc3)CC2)c1
  1.1 | -6 | 48* | 1 | -8 | -1.3 | -1 | 1 | -2

# Carrying on.
SMILES,mIAP activ,A3A deaminase,APOBEC3G inh,hIAP activ,mIAP block,MPTP block,MIN6 prolif,ATG4B inhibitor,hIAP inh
Cc1nn(CC(=O)NC(C)c2ccccc2)c(C)c1[N+](=O)[O-] (stereo not given),0.94,0,-2,1,6,-1.3,-3,0,-5
COc1cccc(CNC(=O)c2ccc(NC(=O)C3=CSCCO3)cc2)c1,0.95,-1,-4,1.1,5,0.9,2,-1,-9
O=C(Cc1ccc(Cl)cc1)NC1CCCN(Cc2ccccc2F)C1 (stereo not given),1.1,-4,-9,1.1,-6,2.8,-2,4,-13
CCc1cccc(NS(=O)(=O)c2c(C)[nH]c(=O)[nH]c2=O)c1,1.1,-2,-5,0.97,-8,-0.3,2,-1,3
CC1CCN(S(=O)(=O)c2cccc(C(=O)NC3CCCCC3)c2)CC1,1.1,4,-7,0.96,-10,0.1,-1,-3,4
CCOC(=O)C1=C(C)NC(=O)NC1c1ccc(N(C)C)cc1 (stereo not given),0.88,-4,-5,0.84,12,-0.7,0,-4,16
COc1cccc(N2C(=O)[C@H]3C(C(=O)c4cnccn4)=NN[C@H]3C2=O)c1,1.1,-4,-3,1.1,-7,2.9,0,6,-10
COc1cccc(NC(=O)CC2(CC(=O)O)CCCC2)c1,0.93,-5,-8,0.82,7,0.6,0,7,18
O=C(O)CCCC(=O)NCc1c(Cl)cccc1Sc1ccc(Cl)cc1,0.93,-2,-6,0.91,7,1.4,1,2,9
CCOC(=O)C1=C(O)CSC1=Nc1ccc(C)cc1,0.98,-1,-7,0.98,2,-1.1,-1,-3,2
O=C(O)C1C2CC2CN1C(=O)c1ccc(Cl)cc1Cl (stereo not given),1,1,-6,1.1,-3,-2.4,-2,3,-11
COc1cccc(CC(=O)Nc2ccccc2C(=O)N2CCOCC2)c1,1,0,0,1,-4,-0.3,-1,-3,-3
COc1cc(NC(=S)NCCCN(C)C)c(OC)cc1NC(=O)c1ccco1,0.96,5,1,0.98,4,-0.3,4,-3,2
CCCCN1CCNC[C@@H]1Cc1ccc(O)cc1,1.1,-6,-8,0.91,-10,-0.5,-2,5,9
O=C1C=C(c2ccccc2)CC(c2ccc(F)cc2)C1 (stereo not given),0.99,-3,-7,1.2,1,-0.1,2,-10,-18
COc1ccc(/C=C2/C(=O)N(c3c(F)c(F)c(F)c(F)c3F)N=C2C)cc1,0.98,-8,2,1.3,2,0.2,0,0,-26
O=S(=O)(Nc1ccc(-n2cnnn2)cc1)c1ccc(F)c(F)c1F,1,-1,-5,1,-5,-0.7,-3,0,0
Cc1c(C)n(C(=O)CSc2nc3ccccc3[nH]2)c2ccccc12,0.88,19,18,0.95,12,1.1,-1,6,5
C=CC[C@@H](CC(=O)OC(C)(C)C)C(=O)OC[C@H]1CCCN1C(=O)[C@@H](CC=C)CC(=O)N[C@H](CO)Cc1ccccc1,1.1,2,-2,0.93,-8,1.1,-5,-13,7
O=C(O)C1C2CCC(O2)C1C(=O)Nc1cccc(Cl)c1 (stereo not given),1,-6,-14,0.84,-3,0.2,-2,-4,16

# Reprinted at random: 3 records from the list, in no set order.
SMILES,mIAP activ,A3A deaminase,APOBEC3G inh,hIAP activ,mIAP block,MPTP block,MIN6 prolif,ATG4B inhibitor,hIAP inh
Cc1c(C)n(C(=O)CSc2nc3ccccc3[nH]2)c2ccccc12,0.88,19,18,0.95,12,1.1,-1,6,5
O=C(O)C1C2CCC(O2)C1C(=O)Nc1cccc(Cl)c1 (stereo not given),1,-6,-14,0.84,-3,0.2,-2,-4,16
CCCCN1CCNC[C@@H]1Cc1ccc(O)cc1,1.1,-6,-8,0.91,-10,-0.5,-2,5,9

# From PubChem BioAssay
